AmpC no deterg: inhibitors of E. coli AmpC beta-lactamase without detergent. AmpC nitrocefin hydrolysis, absorbance 480 nm, 0.0001% Triton. actives 0.52% (n = 330,000). Potency, µM (doses to about 57.1 µM), for the others: top-dose activity change, negative = inhibition, usual class: inhibitors;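 note: potency is the fitted concentration of half-maximal effect; plate controls were no compound for no effect and no enzyme for full effect; nearly all actives have a fitted effect of over 20% in size; some results filed as inactive show a strong effect at the top dose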
Target sequence (P00811 whole entry, looked up): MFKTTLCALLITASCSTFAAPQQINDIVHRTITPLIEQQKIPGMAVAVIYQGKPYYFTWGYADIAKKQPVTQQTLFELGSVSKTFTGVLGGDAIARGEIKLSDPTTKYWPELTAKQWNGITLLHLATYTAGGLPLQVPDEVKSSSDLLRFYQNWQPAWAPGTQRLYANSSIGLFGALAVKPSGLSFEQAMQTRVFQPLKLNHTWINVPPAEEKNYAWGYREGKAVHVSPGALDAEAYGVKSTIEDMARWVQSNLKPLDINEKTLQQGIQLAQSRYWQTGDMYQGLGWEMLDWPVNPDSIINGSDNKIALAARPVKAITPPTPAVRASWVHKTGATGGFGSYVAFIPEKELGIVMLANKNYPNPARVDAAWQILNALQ
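20 mM phosphate pH 7.0 + 0.01% (detergent screen) or 0.0001% Triton X-100; 5.3 nM AmpC reagent; cpd preinc 15 min RT; nitrocefin (800 uM stock) to start; A480 q20 s × 4 min; Activity was normalised to no-enzyme and no-compound control wells.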
Tb PYK inh: inhibitors of Trypanosoma brucei pyruvate kinase | Q57TT1 | actives 0.12% (n = 410,000) | Potency, µM (series often up to 76.8 µM), without a hit: at the highest dose activity, negative = inhibition, actives largely listed as inhibitors | TbPYK enzyme, Kinase-Glo Plus ATP luminescence, 45 min; note: potency is the fitted concentration of half-maximal effect; nearly all actives have a fitted effect of over 50% in size
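Activity of T. brucei pyruvate kinase was followed by Kinase-Glo Plus luminescence after the enzyme reacted 45 min at room temperature with 130 uM ADP (final) and substrate. Test compounds were added before ADP at multiple concentrations.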
AmpC detergent: blocks E. coli AmpC beta-lactamase in detergent assay; P00811; AmpC hydrolysis of nitrocefin, absorbance 480 nm, 0.01% Triton; Potency, µM (series often up to 114 µM), for the others: top-dose activity change, negative = inhibition, usual class: inhibitors; actives 0.041% (n = 370,000);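 note: potency is the fitted concentration of half-maximal effect; 0% = no-compound wells and -100% = no-enzyme wells; nearly all actives have a fitted effect of over 25% in size; some results filed as inactive show a strong effect at the top dose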
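20 mM phosphate pH 7.0 + 0.01% (detergent screen) or 0.0001% Triton X-100; 5.3 nM AmpC reagent; cpd preinc 15 min RT; nitrocefin (800 uM stock) to start; A480 q20 s × 4 min; Activity was normalised to no-enzyme and no-compound control wells.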
HCMV inh: human cytomegalovirus inhibition. HFF cells, HCMV-luciferase reporter, 72 h; active compounds read low. activity change, negative = inhibition, % at 57.5 µM. actives 4.5% (n = 410,000); in the data active = activity change below about -60%; inconclusive = no clear call, values can overlap the other calls; inactive = above about -39%
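Inhibition of viral replication was scored as loss of reporter luminescence in HFFs infected with HCMV-luciferase (MOI 1 PFU/cell) for 72 h; compounds tested at 2 doses, normalized to buffer and Salinomycin controls.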
LmPK inhibitor: LmPK (Leishmania mexicana) enzyme inhibition; Q27686; purified LmPK, Kinase-Glo ATP luminescence, 1 h; Potency, µM (top dose mostly 57.5 µM), without a hit: at the highest dose activity change, negative = inhibition, hits mostly inhibitors; actives 0.37% (n = 290,000); AID 1721; note: potency is the fitted concentration of half-maximal effect
Target sequence (Q27686 whole entry, looked up): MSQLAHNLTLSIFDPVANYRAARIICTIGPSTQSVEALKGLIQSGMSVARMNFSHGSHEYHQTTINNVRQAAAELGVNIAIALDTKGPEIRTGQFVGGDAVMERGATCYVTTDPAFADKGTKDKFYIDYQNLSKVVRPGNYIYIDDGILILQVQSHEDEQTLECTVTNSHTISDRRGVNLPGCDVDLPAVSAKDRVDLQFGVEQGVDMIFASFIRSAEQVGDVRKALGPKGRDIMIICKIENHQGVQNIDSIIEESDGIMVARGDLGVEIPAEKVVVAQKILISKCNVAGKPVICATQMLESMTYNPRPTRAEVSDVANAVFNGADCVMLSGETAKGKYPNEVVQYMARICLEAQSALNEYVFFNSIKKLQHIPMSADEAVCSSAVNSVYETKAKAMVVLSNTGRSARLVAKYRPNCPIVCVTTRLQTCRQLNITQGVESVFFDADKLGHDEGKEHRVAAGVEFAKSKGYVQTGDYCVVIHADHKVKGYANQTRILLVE
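qHTS format; LmPK 0.1 nM; substrates PEP 0.5 mM and ADP 0.1 mM. One-hour room-temperature incubation, then coupled luciferase luminescence; 0.5 nM enzyme wells mark activation.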
Sm TGR inh: S. mansoni TGR enzyme inhibition; Q962Y6; Potency, µM (series often up to 114 µM), inactives show top-dose activity change, negative = inhibition, most hits filed as inhibitors; purified TGR, DTNB reduction, TNB absorbance 405 nm; actives 3% (n = 360,000); note: potency is the fitted concentration of half-maximal effect; nearly all actives have a fitted effect of over 60% in size
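First, TGR (20 nM dispensed) and NADPH were mixed with compound. Second, a 15 min room-temperature incubation followed. Third, further NADPH and then DTNB were added to start the reaction. Finally, TNB absorbance was monitored kinetically.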
AMA1 RON2 block: inhibitors of Plasmodium falciparum AMA1-RON2 interaction; AlphaScreen AMA1-biotinylated RON2 peptide binding; Potency, µM (series often up to 58.2 µM), without a hit: at the highest dose activity change, negative = inhibition, actives largely listed as inhibitors; actives 0.2% (n = 360,000);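 note: potency is the fitted concentration of half-maximal effect; 0% = vehicle wells and -100% = peptide control; nearly all actives have a fitted effect of over 45% in size; some results filed as inactive show a strong effect at the top dose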
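AMA1 (3D7) with his tag at 25 nM final met compounds first, then biotinylated RON2 peptide at 25 nM; detection used donor plus acceptor beads, 10 µg/mL apiece, read by AlphaScreen after 30 min at room temperature.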
Numbers without * were called inactive; u = inconclusive; x = no result given; & = joins results of further samples; [ ] = another dose, or the depositor's remark. Unless noted, calls come from the whole dose curve; as a rule, active = well fitted curve in the direction sought with a large enough effect; inconclusive = small, poorly fitted or top-dose-only effect, or another doubt; inactive = no such curve, though single readings can be large; an effect the other way counts as inactive or inconclusive. Unless noted, % is set by controls: 0 for no effect and ±100 for the full control effect. An unsorted share of the library; any-hit rate near 7.4%.

SMILES | AMA1 RON2 block | Sm TGR inh | AmpC detergent | AmpC no deterg | Tb PYK inh | LmPK inhibitor | HCMV inh
CN(CC(=O)Nc1ccccc1Oc1ccccc1)Cc1ccccc1F | -9% | 0% | -6% | 18% | 27% | -19% | 7
CN(C)c1nc(SCC#N)nc(N2CCOCC2)n1 | 12% | 11% | 0% | -6% | 2% | -5% | 31
COc1ccc(CCNC(=O)CN(c2ccccc2)S(C)(=O)=O)cc1OC | 2% | -1% | -7% | -1% | -6% | 3% | 51
NC(=O)C1=C[C@@H](C2CCCCC2)C[C@@H](OCc2ccc(CO)cc2)O1 | -5% | x | x | x | 0% | x | 22
COc1ccccc1CCNC(=O)C1CCC(=O)N(Cc2cccc(F)c2)C1 (stereo unspecified) | 12% | -19% | u | 43% | 20% | -12% | 6
COc1cc(Cl)c(C)cc1NC(=O)COC(=O)C(NS(=O)(=O)c1ccc(Cl)cc1)C(C)O (stereo unspecified) | 2% | -7% | -6% | 128%[activator] | 4% | 2% | -26
COc1cccc(Nc2nc3ccccc3nc2NS(=O)(=O)c2ccc(NC(C)=O)cc2)c1 | 9% | 4% | -3% | -22% | 2% | -1% | x
CCCn1c(SCC(=O)NC2CCCC2)nc2c1c(=O)n(C)c(=O)n2C | -2% | -16% | -7% | 0% | -2% | 4% | 30
COc1ccc(N2CCN(C(=O)c3cc(=O)c4cc(C)cc(C)c4o3)CC2)cc1 | -1% | 2% | -2% | 84%[activator] | -1% | -4% | -2
O=C1C=CC(=O)N1c1ccccc1N1C(=O)C=CC1=O | 0% | x | x | x | u | x | 0
CCCCn1c(N)c(NCC)c(=O)[nH]c1=O | 14% | 0% | -4% | -17% | -7% | 3% | 3
CSC(=NCCCN1CCOCC1)NS(=O)(=O)c1cccs1 | 0%&12% | 2% | -11% | -4% | 4%&1% | 3% | 4&2
COc1ccc(COC(=O)c2c(C)nn(-c3ccccc3)c2Cl)cc1 | 27% | 6% | -4% | 0% | -5% | -10% | -16
Cc1ccc(CCNC(=O)C2CCN(S(=O)(=O)c3ccc4c(ccn4C)c3)CC2)cc1 | x | -2% | 2% | x | 1% | x | 9
OC(CNCCc1ccc(Cl)cc1)COc1cc(Cl)ccc1Cl (stereo unspecified) | -9% | -6% | -4% | -9% | 6% | 11% | -8
COc1ccc2c(c1)c(=O)c(S(=O)(=O)c1ccccc1)cn2CC(=O)Nc1ccc2c(c1)OCO2 | x | -2% | 1% | x | 0% | x | 19
O=C1NC2=C(CCc3ccccc32)C(c2ccccc2)N1 (stereo unspecified) | -3% | u | -12% | -11% | -4% | 5% | 54
Cc1ccc(S(=O)(=O)N2CCCC2C(=O)N2CCCCCC2)cc1 (stereo unspecified) | 0% | 3% | -17% | -6% | 3% | 0% | -24
CC(C)N(C(=O)Cn1cc(S(=O)(=O)CC(=O)N2CCOCC2)c2ccccc21)C(C)C | 8% | -6% | 4% | 8% | 0% | -5% | 4
CC(C)c1ccc(C2OC(CCc3ccccc3)Cc3[nH]c(=S)[nH]c(=O)c32)cc1 (stereo unspecified) | 111%[activator] | x | x | x | 1% | x | -7
O=C(N1CCOCC1)N1CCN(S(=O)(=O)N2CCCCC2)CC1 | -3% | 2% | 1% | -14% | -1% | 2% | 4
Cc1oc(-c2ccccc2F)nc1CSCC(=O)NCc1ccc2c(c1)OCO2 | -25% | -9% | u | 11% | 5% | 1% | -6
CN1CCN(c2ccc(NC(=O)COc3ccccc3Cl)cc2)CC1 | -6% | 2% | -12% | 14% | -3% | 1% | -24
CC(C)(C)NC(=O)Cn1cc(C(=O)c2ccccc2F)c2ccccc21 | 7% | 0% | 1% | -22% | -4% | -3% | 15
C/C=C/c1c(F)c(F)c(Oc2ccc(C(=O)O)cc2)c(F)c1F | -11% | -3% | u | -25% | 1% | -6% | 2
CCN(CC)P(=O)(NC(=O)c1cccn1C)N(CC)CC | -22% | -3% | -6% | -17% | 0% | 5% | 2
CCn1cc(C(=O)NCCc2ccccc2)c(=O)c2cc(S(=O)(=O)N3CCCCCC3)ccc21 | x | 8% | -6% | x | 2% | x | -9
Nc1nonc1-n1nnc(C(=O)N/N=C/c2cccc(Cl)c2)c1CSc1ccccc1 | u | 21% | 3% | -17% | -2% | 0% | -23
O=C1C(=Cc2ccccn2)CCc2ccccc21 | 14% | x | x | x | u | x | -13
CC(=O)NCC1CCCN(C(=O)c2oc3c(F)cccc3c2C)C1 (stereo unspecified) | 4% | 13% | 3% | -1% | 10% | 6% | -101*
Cc1nc2c(cnn2-c2ccccc2Cl)c(=O)n1-c1ccc(N2CCC(C)CC2)cc1 | -8% | 17% | 6% | 11% | -8% | 7% | -63*
Cc1cc(Nc2ccc(F)cc2)nc(N)n1 | 0% | -23% | 5% | -17% | -2% | -7% | -1
CC(=O)Nc1ccc(NC(=O)CSCc2cnn(-c3ccccc3)c2-n2cccc2)cc1 | 0% | -24% | -3% | -1% | -8% | -1% | -31
Nc1nnnn1/N=C/c1ccccc1OCc1ccc(Cl)cc1 | 49%[activator] | -1% | 2% | -17% | 3% | 2% | -31
Nc1ccccc1SC1CC(=O)N(c2ccc(Cl)c(Cl)c2)C1=O (stereo unspecified) | 0% | 5% | 1% | -51% | -2% | 2% | -31
Cc1cccc(NS(=O)(=O)c2cccc(C(=O)Nc3cccc(C(=O)O)c3)c2)c1 | -5% | 7% | -6% | -24% | 3% | 5% | 5
CCOC(=O)n1c(=O)oc2ccc(Cl)cc21 | -10% | 0% | 0% | -11% | -1% | 4% | 20
CC(C)CC1NC(=O)N(CC(=O)N2CCN(S(=O)(=O)c3ccc(Cl)cc3)CC2)C1=O (stereo unspecified) | 6% | -4% | -13% | 79%[activator] | 0% | 11% | 22
Cc1ccc(C(=O)N2CCCC(N(C)Cc3ccccc3)C2)s1 (stereo unspecified) | -12% | -8% | -12% | 2% | 4% | -11% | -30
COc1ccc(C(=O)OCC(=O)NC(C)CCc2ccccc2)cc1 (stereo unspecified) | -9% | -4% | -7% | -15% | 0% | 0% | -29
CC[C@@H](C)C(NC(=O)OC(C)(C)C)c1cn([C@@H](CCC(=O)OC(C)(C)C)C(=O)N2CCN(C(=O)OC(C)(C)C)CC2)nn1 (stereo partly specified) | 4% | -11% | 2% | 82%[activator] | -3% | 7% | 14
CC(C)(C)OC(=O)NCc1ccc(NC(=O)c2nc[nH]c2C(=O)Nc2cc(Br)ccc2F)cc1 | 89%[activator] | x | x | x | 3% | x | -23
COc1cc2c(cc1OC)C(SC)=NC(C)(C)C2 | -2% | -27% | -2% | -45% | -10% | 2% | -8
COc1ccc(NC(=O)c2ccc(COCC(F)(F)C(F)F)cc2)cc1OC | -3% | -1% | u | 21% | 11% | 0% | 9
Cc1cnc2c(c1SCC(=O)NCc1ccc(F)cc1)c(=O)n(C)c(=O)n2C | x | -7% | -3% | x | 5% | x | 19
CCS(=O)(=O)Nc1ccc(Cc2ccc(NS(=O)(=O)CC)cc2)cc1 | -5% | -4% | -2% | -25% | 1% | 1% | u
CC1CCCN(S(=O)(=O)c2ccc(NC(=O)C3CCN(C(=O)c4ccco4)CC3)cc2)C1 (stereo unspecified) | -6% | 8% | 0% | 25% | 1% | -2% | -60*
C1CC2CN(c3nc4nonc4nc3N3CCSCC3)CCN2C1 (stereo unspecified) | 13% | -32% | -3% | -18% | 9% | 9% | -3
C[C@@H]1CCCCO[C@H](CN(C)Cc2ccc(Cl)c(Cl)c2)[C@@H](C)CN([C@H](C)CO)C(=O)c2cc(N(C)C)ccc2O1 | u | x | x | x | u | x | 9
C[C@H](CO)N1C[C@H](C)[C@@H](CN(C)S(=O)(=O)c2cccs2)Oc2c(NS(=O)(=O)c3ccccc3)cccc2C1=O | 1% | x | x | 152%[activator] | 3% | x | -4

Continued:
SMILES | AMA1 RON2 block | Sm TGR inh | AmpC detergent | AmpC no deterg | Tb PYK inh | LmPK inhibitor | HCMV inh
CCCC12CN3CCN(CC(C3)/C1=N\NC(=O)c1ccncc1)C2 | -10% | 10% | 7% | -18% | 7% | 0% | -24
O=C(NCc1cccc(F)c1)c1ccc(CN2CC(=O)N3CCCCC3C2=O)cc1 (stereo unspecified) | x | -1% | -2% | x | -9% | x | -2
CC(=O)c1ccc(N2CCN(C(=O)CCC(=O)Nc3ccc4nc(N5CCCCC5)cc(C)c4c3)CC2)cc1 | x | -7% | 15% | x | -13% | x | 9
O=C(CSc1ccc(-c2ccccn2)nn1)c1ccccc1 | u | 6% | 7% | -21% | 4% | 12% | -7
Cc1ccc(C2CC(c3cccs3)=NN2S(=O)(=O)c2ccc(C)cc2)cc1 (stereo unspecified) | -9% | -2% | -2% | -15% | 2% | 1% | u
CCC(CC)c1nnc(NC(=O)CSCc2c(C)noc2C)s1 | 0% | x | x | x | -12% | x | -17
CCCCCC(=O)N/N=C/c1ccc([N+](=O)[O-])o1 | 20% | 40µM* | -3% | -18% | 4% | -5% | -23
O=C(N/N=C1\C(=O)c2cccc3cccc1c23)c1ccc(O)cc1 | 13% | 9% | 4% | -16%[2.29 µM] | -21% | -1% | -4
CCOc1cccc(CN2CCC(CCC(=O)NC3CC3)CC2)c1O | -3% | -13% | -3% | -2% | 4% | -5% | 19
COc1cccc(CSc2ccc(S(=O)(=O)N3CCOCC3)cc2C(=O)NCC2CCCO2)c1OC (stereo unspecified) | -3% | -6% | -1% | 136%[activator] | -3% | 3% | 3
CC(=O)Nc1ccc(S(=O)(=O)Nc2ccc(Cl)nn2)cc1 | 10% | 4% | u | -13% | -8% | 0% | -28
O=C(CSc1nc2ccccc2nc1N1CCCC1)Nc1ccc(Cl)cc1 | 40%[activator] | 6% | u | -37% | -7% | -5% | -30
Cc1ccc(-n2nc3c(c2NC(=O)c2cccs2)CS(=O)(=O)C3)cc1 | 2% | u | -8% | -35% | -10% | 0% | 8
COc1ccc(NC(=O)c2ocnc2C)cc1OC | 5% | 2% | -7% | -3% | -3% | -12% | 31
CC(=O)OCC1OC(n2ccc(=O)[nH]c2=O)C(O)C1O (stereo unspecified) | 6% | 12% | -14% | -20% | -9% | 14% | -12

2 entries drawn at random from those above, as already listed:
SMILES | AMA1 RON2 block | Sm TGR inh | AmpC detergent | AmpC no deterg | Tb PYK inh | LmPK inhibitor | HCMV inh
COc1cccc(CSc2ccc(S(=O)(=O)N3CCOCC3)cc2C(=O)NCC2CCCO2)c1OC (stereo unspecified) | -3% | -6% | -1% | 136%[activator] | -3% | 3% | 3
CCOc1cccc(CN2CCC(CCC(=O)NC3CC3)CC2)c1O | -3% | -13% | -3% | -2% | 4% | -5% | 19

Compound activity (PubChem BioAssay)
